DENV2 CPE – protects cells from dengue virus 2 cytopathic effect | DENV2-infected cells, cytopathic effect rescue, plate reader | CPE inhibition, % at 9.99 µM | actives 1.7% (n = 350,000); in the data active = CPE inhibition above about 20%, passing the limit was not always enough; inconclusive = no clear call, values can overlap the other calls; tested in BHK-21 cells;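 also: 0% = median of neutral control wells and 100% = median of positive control wells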
INS-1E GSIS act – primary screen for activators of insulin secretion dependent on glucose, INS-1E cells, GLuc reporter luminescence | INS-1E GLuc reporter insulin secretion, 2-3 h | activation, % at 16.6 µM | actives 0.61% (n = 370,000) | AID 743287;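 active = lowest replicate activation of at least 40%, so every replicate reaches that level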;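 also: 0% = median of neutral control wells and 100% = median of IBMX positive control wells; some compounds called inactive have numbers as strong as hits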
RAD52 anneal inh – inhibitors of human RAD52 DNA annealing | recombinant RAD52 DNA annealing, FRET fluorescence | inhibition, % at 18.7 µM | actives 0.46% (n = 360,000) | AID 651710;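 active = every replicate showing at least 50% inhibition; inconclusive = mean inhibition at least 50% but not in every replicate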
Target sequence (P43351 whole entry, looked up): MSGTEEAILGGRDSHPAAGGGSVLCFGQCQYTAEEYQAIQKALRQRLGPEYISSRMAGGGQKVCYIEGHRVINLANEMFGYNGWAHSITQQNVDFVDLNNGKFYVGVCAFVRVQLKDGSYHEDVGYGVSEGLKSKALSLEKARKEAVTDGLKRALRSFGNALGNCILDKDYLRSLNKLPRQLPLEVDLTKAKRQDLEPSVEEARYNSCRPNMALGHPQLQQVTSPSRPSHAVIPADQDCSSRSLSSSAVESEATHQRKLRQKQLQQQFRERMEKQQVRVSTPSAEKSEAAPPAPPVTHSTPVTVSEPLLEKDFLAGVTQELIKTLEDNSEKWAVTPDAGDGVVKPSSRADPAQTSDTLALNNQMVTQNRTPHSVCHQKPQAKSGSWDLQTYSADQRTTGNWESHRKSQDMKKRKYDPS
CFTR F508del cor – CFTR F508del correction in bronchial cells; actives 0.36% (n = 350,000); AID 720511; activity (quench increase), % at 7.58 µM; CFBE cells, YFP halide quenching; stimulated with forskolin plus potentiator P3; % fluorescence drop versus neutral controls;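 active = mean added fluorescence quench of at least 8% versus neutral control, with both replicates also reaching 8%; inconclusive = only one of the mean or replicate conditions met; inactive = mean below 8% and not both replicates reaching 8%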;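 also: cells transiently co-express mutant CFTR-F508del with the halide-sensitive YFP; corrector assay measuring rescue of mutant channel to the surface after 24 h compound exposure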
E-sel inducer – E-selectin induction on HUVECs | HUVEC E-selectin immunofluorescence imaging; normalized: neutral wells 0, TNF-alpha wells 100 | activation, % at 7.58 µM | actives 0.37% (n = 260,000) | AID 686992;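 active = mean E-selectin-positive cell signal at least 10% of the positive control, reached in at least 60% of replicates, without over 20% cell loss; inconclusive = no rule given, readout overlaps actives, possibly toxicity-flagged; inactive = the rest, including those meeting only one limit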;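 also: in these data hits start at about 27%; measured in HUVEC primary endothelial cells; signal is the percent of cells scored E-selectin positive by PE staining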
Target sequence (P16581 whole entry, looked up): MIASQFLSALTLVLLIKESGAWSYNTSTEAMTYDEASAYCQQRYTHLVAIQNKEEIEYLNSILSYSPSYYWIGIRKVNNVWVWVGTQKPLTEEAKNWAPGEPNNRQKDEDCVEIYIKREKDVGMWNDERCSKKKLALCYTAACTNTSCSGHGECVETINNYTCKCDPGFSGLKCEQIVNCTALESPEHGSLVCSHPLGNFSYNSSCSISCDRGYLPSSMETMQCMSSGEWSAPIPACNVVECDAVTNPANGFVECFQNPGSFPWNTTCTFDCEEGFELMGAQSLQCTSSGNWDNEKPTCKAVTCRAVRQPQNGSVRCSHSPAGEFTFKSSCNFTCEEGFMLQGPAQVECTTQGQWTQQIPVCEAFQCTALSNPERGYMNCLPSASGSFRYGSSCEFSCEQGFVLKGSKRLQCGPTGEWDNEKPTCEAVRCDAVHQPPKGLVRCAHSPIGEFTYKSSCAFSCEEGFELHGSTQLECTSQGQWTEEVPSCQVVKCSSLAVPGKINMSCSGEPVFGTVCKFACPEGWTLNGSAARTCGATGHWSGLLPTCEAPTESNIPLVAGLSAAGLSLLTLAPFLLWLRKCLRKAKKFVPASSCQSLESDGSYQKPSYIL
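Test system: HUVEC; input: 3,000 HUVEC/well; measured by: immunofluorescence imaging; read-out: % PE-positive cells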
XiGFP reactiv – activators of X-chromosome reactivation in mouse fibroblasts; XiGFP mouse fibroblasts, % GFP-positive cells imaging, 3 d; cells co-treated with 5-aza-dC sensitizer; scaled so ellipticine positive control = 100%; activation, % at 7.58 µM; actives 0.055% (n = 360,000);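 active = mean normalized replicate activation at least 10% and every replicate at or above 10%; inconclusive = only one of the two criteria met; inactive = mean below 10% and not all replicates reach 10%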;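 also: 0% = median of on-plate neutral control wells and 100% = ellipticine 6 µM median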
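Assay system – SV40-immortalized XiGFP fibroblast cells, line 68-5-11 · Buffer or medium – DMEM supplemented with 5-aza-dC as sensitizing agent · Dosing – one concentration, pinned · Benchmarks – positive control ellipticine, 6 µM final · Times – 3 days compound exposure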
RAD54 branch – inhibitors of human RAD54 branch migration | RAD54 Holliday junction branch migration, FAM/BHQ fluorescence | inhibition, % at 10.4 µM | Q92698 | AID 602329 | actives 0.14% (n = 360,000);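 active = mean normalized replicate activity at least 40 and at least half of replicates scoring 40 or more; inconclusive = only one of the two criteria met; inactive = mean below 40 and under half of replicates reaching 40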;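 also: 0% = median of neutral control wells and 100% = median of positive control wells; inhibitors cause a drop in the FAM fluorescence signal; in these data hits start at about 50%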
Casp6 inh – inhibitors of human caspase-6; P55212; purified caspase-6, Z-VEID-R110 cleavage fluorescence; inhibition, % at 12.5 µM; actives 0.53% (n = 350,000);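 active = mean inhibition across replicates at least about 35%, with every replicate also reaching that limit, limit read from the data; inconclusive = only one of the two criteria met; inactive = neither criterion met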;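 also: 0% = median of neutral control wells and 100% = no fluorescence left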
* marks the source's active call; other numbers are inactive results; ? = inconclusive; . = not tested or not shown.

Values run as follows: DENV2 CPE	INS-1E GSIS act	RAD52 anneal inh	CFTR F508del cor	E-sel inducer	XiGFP reactiv	RAD54 branch	Casp6 inh
#1 CC(=O)c1cccc(NC(=S)NC(=O)c2cncc(Br)c2)c1
→ -2	4	-20	-2.9	.	0.1	-1	0
#2 CCN(CC)CCOC(=O)c1ccc(NC(=O)c2ccc(Cl)c(S(=O)(=O)N3CCCCCC3)c2)cc1
→ 0	-5	5	-1.8	0.2	0.0	.	-6
#3 N#C[C@H]1[C@@H](c2ccc(-c3cccc(F)c3)cc2)[C@H](CO)N1C(=O)NC1CCCC1
→ -1	-17	-27	0.4	-0.2	0.0	-7	-1
#4 Cn1c(=O)c2sccc2n(Cc2ccccc2)c1=O
→ -3	.	6	-0.7	0.0	0.2	-1	-1
#5 O=C(NCc1ccccc1)c1ccccc1NC(=O)C1CCCCC1
→ 2	-5	-7	1.3	.	0.0	-3	-2
#6 CCOC(=O)N1CCN(C(=O)C2CCC(=O)N(CCc3ccccc3)C2)CC1 (centres undefined)
→ -10	17	-7	-3.2	-1.0	0.1	-7	-2
#7 O=C(Nc1cccc(F)c1)N1C[C@H]2[C@@H](c3ccccc31)[C@@H](CO)N2C(=O)Cc1ccccn1
→ 8	-8	-11	-0.9	-0.1	-0.1	8	-2
#8 Cc1cc(-c2cc(C(=O)NCc3ccccc3)on2)nc(NCC2CC2)n1
→ 3	-3	-9	-1.6	-0.1	-0.1	-2	3
#9 O=C(NC(=S)NCCc1ccccc1)c1cccc(Cl)c1
→ 0	21	-11	-2.2	0.2	-0.2	1	-1
#10 O=[N+]([O-])c1cc(/C=N/n2cnnc2)ccc1N1CCCC1
→ -4	7	-5	.	6.7	0.0	1	-1
#11 CO[C@H]1CN(C)C(=O)c2cccc(C#N)c2OC[C@H]2O[C@@H](CC[C@H]2OC)CCN(C)C(=O)[C@H]1C
→ -3	1	-4	0.0	0.1	-0.1	5	-5
#12 Clc1cccc(/C(Cc2nc3ccccc3[nH]2)=N\Nc2ccccc2)c1
→ -8	.	-9	.	-0.1	0.6	.	-1
#13 CCN(Cc1ccccc1)C(=S)NC(=O)c1ccccc1Br
→ 5	-3	-9	0.7	.	0.3	-2	0
#14 COc1ccc2[nH]c3c(c2c1)CC(C)NC3=O (centres undefined)
→ -2	8	-20	-1.9	.	0.0	-2	-3
#15 COc1ccccc1-c1cnc2c(c1)C(=O)N([C@H](C)CO)C[C@@H](C)[C@@H](CN(C)C(=O)c1ccncc1)O2
→ -1	12	-4	1.0	0.1	-1.3	-5	-1
#16 Cc1ccc(/C=C(\NC(=O)c2ccccc2)C(=O)N2CCCCC2)cc1
→ 5	2	-8	0.7	.	0.0	-3	2
#17 COc1ccccc1OCCn1c(C)c(C=O)c2ccccc21
→ -4	5	-19	-1.7	.	0.0	-2	1
#18 CCC1(c2ccccc2)NC(=O)N(Cc2cccc([N+](=O)[O-])c2)C1=O (centres undefined)
→ .	-6	-25	2.3	5.1	-0.6	.	5
#19 C[C@H](CO)N1C[C@H](C)[C@@H](CN(C)Cc2cncnc2)Oc2cc(C#CC3CCCC3)ccc2S1(=O)=O
→ 11	-37	0	0.6	0.3	-0.9	-3	1
#20 CCCOC(=O)CCCCC1SCC(NC(=O)OC)C1NC(=O)OC (centres undefined)
→ -5	-11	11	1.1	.	.	1	0
#21 CCOc1ccccc1NC(=O)CCc1c(C)nn(-c2ccc(N3CCCCC3)nn2)c1C
→ -1	-12	-9	-0.4	.	0.0	.	-8
#22 O=S(=O)(c1ccccc1)N1[C@@H](CO)[C@@H]2c3ccccc3NC[C@@H]21
→ -9	1	3	-0.2	0.0	0.1	-5	2
#23 CN1CCN(C(=O)[C@H]2[C@H](CO)[C@H]3Cn4c(ccc(-c5cccnc5)c4=O)[C@H]3N2CC2CC2)CC1
→ 8	4	-2	-1.6	0.0	0.0	5	3
#24 C/C=C/c1ccc([C@@H]2[C@H](C#N)N(c3ncc(CC)s3)[C@H]2CO)cc1
→ 6	-3	-8	-3.8	0.6	0.1	-1	-3
#25 Cc1ccccc1C1CC(c2cccs2)=NN1S(C)(=O)=O (centres undefined)
→ 0	-5	-47	-0.9	.	0.1	-4	-2
#26 CCCC(C(=O)Nc1ccc2c(C)cc(=O)oc2c1)c1ccccc1 (centres undefined)
→ -10	16	-25	0.4	0.2	0.3	-2	-3
#27 COc1ccc(/C=C(\NC(=O)c2ccc(C)cc2)C(=O)Nc2ccc(C(=O)O)cc2)cc1
→ -1	-9	-9	-1.4	-0.1	0.0	-3	3
#28 O=C(COC(=O)Cn1[nH]c(=O)c2ccccc2c1=O)NNC(=O)c1ccc(Br)cc1
→ 1	-6	-17	-2.6	0.3	2.0	-5	5
#29 COC(=O)c1cccnc1-n1c(=O)c2cccnc2n(Cc2cccc([N+](=O)[O-])c2)c1=O
→ -7	-3	-4	2.0	-0.8	0.4	.	4
#30 Cc1cc(C)cc(NC(=O)COc2coc(CN3CCc4ccccc4C3)cc2=O)c1
→ ?	6	8	1.3	2.6	0.0	-2	4

Record cards, from the list above:
Shown for CCCC(C(=O)Nc1ccc2c(C)cc(=O)oc2c1)c1ccccc1 (centres undefined) : DENV2 CPE = -10; INS-1E GSIS act = 16; RAD52 anneal inh = -25; CFTR F508del cor = 0.4; E-sel inducer = 0.2; XiGFP reactiv = 0.3; RAD54 branch = -2; Casp6 inh = -3
Shown for O=C(NC(=S)NCCc1ccccc1)c1cccc(Cl)c1 : DENV2 CPE = 0; INS-1E GSIS act = 21; RAD52 anneal inh = -11; CFTR F508del cor = -2.2; E-sel inducer = 0.2; XiGFP reactiv = -0.2; RAD54 branch = 1; Casp6 inh = -1

Following part:
Values run as follows: DENV2 CPE	INS-1E GSIS act	RAD52 anneal inh	CFTR F508del cor	E-sel inducer	XiGFP reactiv	RAD54 branch	Casp6 inh
#31 COC(=O)[C@@]1(Cc2ccc(F)cc2)[C@H]2c3cc(C(=O)N(C)C)n(Cc4ccc(S(C)(=O)=O)cc4)c3C[C@H]2CN1C(=O)c1ccccc1
→ -12	-23	-54	-1.8	0.2	0.1	.	-1
#32 Cc1cc(=O)[nH]c(SCc2ccc(Cl)cc2Cl)n1
→ 4	19	-5	-2.3	.	0.1	-9	-3
#33 NC(=N\N=Cc1ccco1)/C(N)=N/N=Cc1ccco1
→ 1	3	-14	3.1	0.1	0.1	10	62*
#34 CC(NC(=O)C1CCCN(S(=O)(=O)c2ccc(-n3cnnn3)cc2)C1)c1ccc(F)cc1 (centres undefined)
→ -3	12	-11	0.1	.	0.0	-1	-2
#35 COCC(=O)N1C[C@H]2[C@@H](c3ccccc31)[C@H](CO)N2C(=O)Nc1ccccc1F
→ 7	0	-3	-0.8	-0.1	0.4	8	1
#36 N#Cc1ccccc1OCC(=O)NCCNC(=O)COc1ccccc1C#N
→ -1	-6	-18	0.3	1.2	0.0	-1	-8
#37 CC(C)NC(=O)Nc1ccc2c(c1)CC(=O)N([C@@H](C)CO)C[C@@H](C)[C@H](CN(C)Cc1ccc(-c3ccccc3)cc1)O2
→ 30*	-27	12	1.2	.	-0.8	-6	-1
#38 CC(C)Oc1ccc(/C(O)=C2/C(=O)C(=O)N(CCCn3ccnc3)C2c2cccnc2)cc1 (centres undefined)
→ .	1	-5	.	0.1	0.1	.	0
#39 Cc1ccc(C2=NN(C(=O)CCCC(=O)O)C(c3ccco3)C2)cc1 (centres undefined)
→ 4	4	-6	1.0	1.3	0.0	.	3
#40 CN(C(=O)c1cccc(NC(=O)Cc2ccc(NC(=O)C3CCCN(C(=O)C4CCCC4)C3)cc2)c1)C1CCCC1 (centres undefined)
→ -6	-8	-29	-2.3	0.5	0.0	-16	-7
#41 c1ccc2c(c1)ncn2-c1ccc(-c2ccnc3ncnn23)cc1
→ 1	43	-14	-0.2	0.2	-0.3	.	0
#42 COc1ccc(NC(=O)CCN=C2NS(=O)(=O)c3ccccc32)cc1S(=O)(=O)N(C)C
→ ?	0	-14	-0.5	-0.8	0.1	-13	2
#43 COc1ccc(S(=O)(=O)N[C@@H]2CC[C@@H](CC(=O)NCCc3ccncc3)O[C@@H]2CO)cc1
→ -7	12	-11	-0.5	-1.6	1.1	8	1
#44 CCC(C(=O)NCc1ccccc1OC)c1ccccc1 (centres undefined)
→ 7	.	-9	0.6	2.8	-0.1	.	1
#45 O=C(Cn1ccc(NC(=O)OCc2ccccc2)nc1=O)NCCCc1ccccc1
→ -11	11	-16	0.4	0.3	0.0	11	.
#46 CC(=O)NC1=NN(C(C)=O)C(c2ccccn2)S1 (centres undefined)
→ 1	3	-11	-1.5	1.0	0.7	.	-1
#47 CC(C)CN(CCCNC(=O)CN1C(=O)COc2ccc(S(=O)(=O)N3CCC(C)CC3)cc21)CC(C)C
→ 2	9	-3	4.8	.	0.0	-3	-6
#48 Fc1cccc(Cl)c1CNCCCSc1ncccn1
→ -7	-5	16	-1.0	0.1	0.0	7	-35
#49 O=C(NCc1ccc(F)cc1)c1cc(C2CCCN(C(=O)C3CCCCC3)C2)on1 (centres undefined)
→ -7	-36	0	-2.1	-0.1	-0.1	-10	1
#50 COc1ccc(Nc2nnc(-c3ccc(C)cc3)c3ccccc23)cc1C(=O)N1CCCCC1
→ 0	-7	5	.	1.0	0.2	-1	0
#51 COC(=O)[C@]12CCCCC=C1N(Cc1ccc(Cl)cc1Cl)C(=O)[C@H](CC(=O)N1CCOCC1)C2
→ 6	5	-4	-1.7	0.0	-0.1	.	5
#52 C[C@@H]1CN([C@H](C)CO)S(=O)(=O)c2ccc(-c3cncnc3)cc2O[C@@H]1CN(C)C(=O)Cc1ccncc1
→ -3	27	-2	-0.2	-0.2	0.5	-17	-5
#53 CN(C)C(=O)COC(=O)c1ccccc1Nc1ccc(SC(F)F)cc1
→ 3	-2	-17	2.1	.	0.0	.	3
#54 CCCNC(=O)c1noc2c1CCc1ccccc1-2
→ -2	8	-19	0.1	1.6	0.3	-6	-1
#55 O=C(C[n+]1cc(Br)cc(Br)c1)c1ccc(Cl)cc1
→ 1	13	-16	4.5	0.2	0.4	-3	-2
#56 O=C(Nc1ccccc1)N[C@@H]1CC[C@@H](CCNC(=O)c2ccccc2F)O[C@@H]1CO
→ -2	3	-3	2.7	-0.7	-0.1	-7	1
#57 C[C@@H]1CN([C@@H](C)CO)C(=O)c2cc(NC(=O)CCN3CCOCC3)ccc2O[C@H]1CN(C)S(=O)(=O)c1cccs1
→ 0	4	-2	1.7	-3.1	-0.8	2	-1
#58 COc1ccc(/C=N/NC(=O)CNC(=O)c2ccc(S(=O)(=O)N3CCCC3)cc2)c(OC)c1
→ .	-8	-7	-0.2	0.7	0.5	.	6
